# DT40 TDP1 no CPT = qHTS for Inhibitors of human tyrosyl-DNA phosphodiesterase 1 (TDP1): qHTS in cells in absence of CPT. DT40 Tdp1-/- hTDP1 cells, no CPT, ATP luminescence, 48 h. Potency, µM (series often up to 46.2 µM), without a hit: at the highest dose activity change, negative = growth inhibition, actives largely listed as inhibitors. hit rate 15% among 420,000. AID 686978, 2013; further: nearly all actives have a fitted effect of over 55% in size
#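 Readout: luminescence from CellTiter-Glo after 30 min in the dark at RT. Cells: DT40 Tdp1-/- with stable hTDP1, 400/well. Exposure: compounds alone, ≥48 hr, 37 °C.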
# TDP1 cell CPT = qHTS for Inhibitors of human tyrosyl-DNA phosphodiesterase 1 (TDP1): qHTS in cells in presence of CPT; chicken DT40 Tdp1-/-;hTDP1 cells + 20 nM CPT, ATP luminescence, 48 h; Potency, µM (top dose mostly 46.2 µM), for the others: at the highest dose activity change, negative = growth inhibition, most hits filed as inhibitors; hit rate 12% among 420,000; further: nearly all actives have a fitted effect of over 55% in size
#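 Chicken DT40 Tdp1-/- cells complemented with human TDP1, 400 cells/well, exposed to compounds plus 20 nM camptothecin for at least 48 h at 37 C; viability read as ATP content by CellTiter-Glo luminescence.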
# TDP1 block = qHTS Assay for Inhibitors of Tyrosyl-DNA Phosphodiesterase (TDP1); Tyrosyl-DNA phosphodiesterase 1 (Homo sapiens), Q9NUW8; recombinant TDP1, AlphaScreen DNA substrate cleavage; Potency, µM (doses to about 130 µM), for the others: top-dose activity change, negative = inhibition, hits mostly inhibitors; hit rate 0.28% among 350,000; further: nearly all actives have a fitted effect of over 40% in size
# Target sequence (Q9NUW8 whole entry, looked up): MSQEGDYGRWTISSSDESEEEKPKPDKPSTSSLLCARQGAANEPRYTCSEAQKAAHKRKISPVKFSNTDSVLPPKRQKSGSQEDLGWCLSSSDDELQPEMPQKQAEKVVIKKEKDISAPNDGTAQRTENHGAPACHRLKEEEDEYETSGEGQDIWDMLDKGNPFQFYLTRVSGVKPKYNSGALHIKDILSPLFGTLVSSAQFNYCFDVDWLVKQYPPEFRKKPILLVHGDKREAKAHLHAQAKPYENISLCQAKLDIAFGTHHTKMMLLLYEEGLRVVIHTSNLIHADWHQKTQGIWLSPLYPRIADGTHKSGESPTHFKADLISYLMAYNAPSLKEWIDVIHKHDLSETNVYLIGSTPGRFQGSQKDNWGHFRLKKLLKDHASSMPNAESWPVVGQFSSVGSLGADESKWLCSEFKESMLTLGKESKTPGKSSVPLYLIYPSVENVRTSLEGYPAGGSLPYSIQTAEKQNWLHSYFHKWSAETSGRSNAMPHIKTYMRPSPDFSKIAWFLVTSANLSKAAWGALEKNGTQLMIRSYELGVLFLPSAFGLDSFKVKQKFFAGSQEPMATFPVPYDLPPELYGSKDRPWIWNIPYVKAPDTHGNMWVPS
#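 Steps: enzyme plus compound, 15 min RT; add biotin/phosphotyrosine-FITC oligonucleotide (15 nM final), react 5 min; add donor/acceptor beads (10 ug/ml final), 10 min; read AlphaScreen. Tdp1 at 1 nM final.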
# Active calls of the source: *; ? = inconclusive; nt = not tested or not shown; & = joins results of further samples; [ ] = another dose, or the depositor's remark. The call rests on the fitted dose curve; in most records, active means well fitted curve in the direction sought with a large enough effect; inconclusive means small, poorly fitted or top-dose-only effect, or another doubt; inactive means no such curve, though single readings can be large; an effect the other way counts as inactive or inconclusive. On the % scale 0 is the no-effect control and ±100 the full control effect; potency means the concentration at half of the fitted maximal effect.
no. | Compound | DT40 TDP1 no CPT | TDP1 cell CPT | TDP1 block
1 | CC1(Cc2ccc3c(c2)OCO3)C(=O)Nc2ccc(-c3cccc(C(F)(F)F)c3)cc21 (stereo not drawn) | 21µM* | 23µM* | nt
2 | Cc1cc(-c2nn(-c3ccccc3F)cc2CN2CCC(C(N)=O)CC2)c(C)s1 | ? | ? | nt
3 | COc1ccccc1N1CCN(C(=O)CSc2nc3ccccc3nc2Cc2ccc(F)cc2)CC1 | ? | ? | 3%
4 | Cc1nc(NC2CCCC2)sc1C(=O)N(C)C | -15% | -20% | 1%
5 | COc1ccc(OC)c(NC(=O)c2cc3ccccc3cc2OC)c1 | ? | 6% | nt
6 | O=C(NCCc1ccccc1)c1ccc(CS(=O)(=O)Cc2ccccc2F)o1 | ? | -16% | -5%
7 | O=C(NC(NC(=S)Nc1ccccc1Cl)C(Cl)(Cl)Cl)c1cccc(Cl)c1 (stereo not drawn) | 8.2µM* | 4.6µM* | 5%
8 | O=C(NCCc1ccccc1)C1CCN(C2CCN(C(=O)CC3=CCCCC3)CC2)CC1 | ? | ? | 0%
9 | COC(=O)c1cc(NC2c3ccccc3C(=O)N2Cc2ccco2)cc(C(=O)OC)c1 (stereo not drawn) | 2% | -7% | 3%
10 | CC(=O)Nc1ccc(-c2csc(NC(=O)CCCc3cccs3)n2)cc1 | -11% | -18% | 2%
11 | c1ccc(COc2ccc(CNCc3cccnc3)cc2)cc1 | ? | -17% | 3%
12 | CC(C)Cc1ccc(-c2cc3nc(NCC4CC4)ccn3n2)cc1 | ? | 21µM* | nt
13 | CC1=C(C(=O)N(C(C)C)C(C)C)CC(CC(=O)NCc2ccco2)C(=O)N1Cc1ccccc1 (stereo not drawn) | ? | ? | nt
14 | CCCC(=O)NC(=S)Nc1ccccc1C(F)(F)F | -15% | -11% | -3%
15 | CC(=O)C[C@@H](O)CC(=O)[C@@H]1OC(=O)CCCCCCCc2ccccc21 | -11% | -42% | 1%
16 | COc1ccc(-c2ncncc2-c2csc(C)n2)c(O)c1OC | -8% | -1% | 5%

# Five entries from above, with two lines to a compound:
# Below each SMILES – DT40 TDP1 no CPT, TDP1 cell CPT, TDP1 block
8) O=C(NCCc1ccccc1)C1CCN(C2CCN(C(=O)CC3=CCCCC3)CC2)CC1
 : ?, ?, 0%
15) CC(=O)C[C@@H](O)CC(=O)[C@@H]1OC(=O)CCCCCCCc2ccccc21
 : -11%, -42%, 1%
2) Cc1cc(-c2nn(-c3ccccc3F)cc2CN2CCC(C(N)=O)CC2)c(C)s1
 : ?, ?, nt
3) COc1ccccc1N1CCN(C(=O)CSc2nc3ccccc3nc2Cc2ccc(F)cc2)CC1
 : ?, ?, 3%
13) CC1=C(C(=O)N(C(C)C)C(C)C)CC(CC(=O)NCc2ccco2)C(=O)N1Cc1ccccc1 (stereo not drawn)
 : ?, ?, nt

# 4 entries from above, sorted by molar mass, high to low:
no. | Compound | DT40 TDP1 no CPT | TDP1 cell CPT | TDP1 block
13 | CC1=C(C(=O)N(C(C)C)C(C)C)CC(CC(=O)NCc2ccco2)C(=O)N1Cc1ccccc1 (stereo not drawn) | ? | ? | nt
10 | CC(=O)Nc1ccc(-c2csc(NC(=O)CCCc3cccs3)n2)cc1 | -11% | -18% | 2%
5 | COc1ccc(OC)c(NC(=O)c2cc3ccccc3cc2OC)c1 | ? | 6% | nt
14 | CCCC(=O)NC(=S)Nc1ccccc1C(F)(F)F | -15% | -11% | -3%

# The listing continues.
no. | Compound | DT40 TDP1 no CPT | TDP1 cell CPT | TDP1 block
17 | COCc1ccc(-c2ccc3c(c2)c(C#Cc2ccsc2)c(-c2cc(OC)cc(OC)c2)n3C)cc1 | -6% | 1% | 0%
18 | Cc1cccc2sc(NC(=O)c3ccc(OCC4CCCO4)cc3)nc12 (stereo not drawn) | ? | -92% | 5%
19 | O=C(CN1C(=O)NC2(CCc3ccccc32)C1=O)NCc1cccc(C(F)(F)F)c1 (stereo not drawn) | -21% | -1% | 0%
20 | COc1ccc(NC(=O)CS(=O)CC(=O)Nc2cccc3cccnc23)cc1 (stereo not drawn) | -24% | 9% | 5%
21 | N#CC1(NC(=O)CSc2nnc(-c3ccccc3F)o2)CCCCC1 | -14% | -9% | -7%
22 | C[C@@H]1CN([C@@H](C)CO)C(=O)CCCn2nncc2CO[C@@H]1CN(C)C(=O)OCc1ccccc1 | -16% | -8% | nt
23 | CC(=O)Nc1cccc(-c2cc(-c3c(Cl)cccc3Cl)no2)c1 | ? | ? | nt
24 | CC[N+](C)(CC)CCOC(=O)C1c2ccccc2Oc2ccccc21 | -13%&-103% | ? | 13%[21 µM]
25 | Cc1cccc(OCc2nnc(SCC(=O)Nc3cccc(C(=O)N4CCOCC4)c3)n2C)c1 | -19% | 1% | -4%
26 | O=C1NC2(CCCCCC2)C(=O)N1Cc1ccccc1 | 18% | 0% | nt
27 | O=C(CSCc1ccccc1)Nc1cccc(C(=O)Nc2ccc(C(=O)O)cc2)c1 | -3% | 5% | 5%
28 | Cc1csc(=O)n1CCC(=O)OCC(=O)Nc1cc([N+](=O)[O-])ccc1Cl | -13% | -8% | 0%
29 | Cc1nc(CS(=O)(=O)c2ccccc2)cc(N2CCN(c3ccccc3F)CC2)n1 | ? | -13% | 0%
30 | CCOc1ccc(-n2cc(C(=O)NCCOC)c3cc(OC)c(OC)cc3c2=O)cc1 | 5% | 12% | nt
31 | COc1ccc(F)cc1S(=O)(=O)NCC(c1ccc2c(c1)OCO2)N1CCN(C)CC1 (stereo not drawn) | -18% | -29% | nt
32 | COC(/C=C/Nc1ccc(OC)cc1)=C(C#N)C#N | 1% | -7% | 4%
33 | COc1ccc(-c2nn3c(C4CCCCC4)nnc3s2)cc1OC | ? | 15µM* | 4%
34 | CCCc1noc(-c2cccc([N+](=O)[O-])c2)n1 | -1% | -16% | 0%
35 | CC(C)(C)NC(=O)NC(=O)CN1CCc2ccccc21 | -2% | 2% | 7%
36 | CCCCCN(C(=O)COC(=O)COc1c(C)cc(C)cc1C)c1c(N)n(CCCC)c(=O)[nH]c1=O | 4% | 5% | 0%
37 | COc1ccc(/C=C/C(=O)Nc2cccnc2Cl)cc1 | -7% | -12% | nt
38 | Cc1ccc(S(=O)(=O)N2CCOC23CCN(C(=O)c2cc(Cl)ccc2Cl)CC3)cc1 | ? | ? | 1%
39 | O=C1C(Nc2ccc(O)cc2)=C/C(=N/S(=O)(=O)c2cccs2)c2ccccc21 | 1.5µM* | 1.2µM* | 11%
40 | CCCCN(Cc1ccccc1)C1CCN(Cc2ccccc2)CC1 | ? | ? | nt
41 | Cc1cc(=O)c(C(=O)O)nn1-c1ccccc1Cl | 8% | -24% | 7%
42 | CC(C)c1ccc(NC(=O)CS(=O)(=O)c2cccc3nsnc23)cc1 | ? | -26% | 8%
43 | COc1ccc(NCc2nc3ccccc3n2CCOc2ccccc2C)cc1 | ? | 18µM* | 15%
44 | O=S1CC/C(=N\O)c2ccccc21 (stereo not drawn) | 3% | 2% | 4%[56.1 µM]
45 | CC(C)(C)N(CC#CCC1(O)c2ccccc2-c2ccccc21)CCO | -21% | 14% | 4%
46 | Cc1cccc(C)c1NC(=O)COC(=O)c1cccc2c1C(=O)c1ccccc1C2=O | 8.2µM* | 12µM* | -5%
47 | O=C(NC1CCCCC1)c1ccc2ccccc2c1 | ? | -20% | nt
48 | CCC(=NCCc1c(C)[nH]c2ccc(OC(F)(F)F)cc12)C1=C(O)CC(c2ccccc2)CC1=O (stereo not drawn) | 5.8µM* | 4.6µM* | 4%
49 | O=c1c2c(-c3cccs3)csc2ncn1-c1ccc(Br)cc1 | ? | ? | -3%
50 | CC1(C)OC(=O)C(=NNc2ccccc2C(=O)O)C(=O)O1 | 4% | ? | 0%
51 | O=C(CCN1C(=O)/C(=C/c2ccc(F)cc2)SC1=S)N[C@@H](CO)Cc1ccccc1 | 21µM* | 16µM* | 4%
52 | CCN(CC)S(=O)(=O)c1ccc(N2CC(C(=O)NCCc3ccc(Cl)cc3)CC2=O)cc1 (stereo not drawn) | -30% | ? | -4%
53 | COc1ccc(NC(=O)COC(=O)c2ccc(S(=O)(=O)N3CC(C)CC(C)C3)cc2)cc1OC (stereo not drawn) | -7% | 0% | nt
54 | Cc1cccn(Cc2c(F)cccc2Cl)c1=O | -11% | -4% | 4%
55 | Cc1ccc(NC(=O)C2CCCN(c3ncnc4c3nc3n4CCCCC3)C2)cc1F (stereo not drawn) | 23µM* | 18µM* | 6%
56 | Cc1ccc(-c2csc3ncnc(N4CCN(S(=O)(=O)c5ccc(C#N)cc5)CC4)c23)cc1 | 16µM* | ? | nt
57 | O=C(O)c1ccccc1-c1ccccc1C(=O)NCc1ccco1 | -13% | 4% | 5%
58 | O=c1cc2c(c(-c3ccccc3)n1Cc1ccccc1)[C@@H](CCO)NC2 | -2% | -10% | nt
59 | O=S(=O)(c1ccc(Cl)s1)N1CCc2ccccc2C1 | -11% | -18% | -12%
60 | CCOc1ccccc1C(=O)NC(C(=O)OCC(=O)NNC(=O)c1cccs1)C(C)C (stereo not drawn) | -27% | -8% | nt
61 | COc1cccc(C(=O)Nc2c(C)n[nH]c2C)c1 | -4% | -3% | 5%
62 | CN1CCN(C(CNC(=O)C(=O)Nc2ccccc2)c2ccc3c(c2)OCO3)CC1 (stereo not drawn) | -21% | 0% | 4%
63 | O=C(CSc1ncc(S(=O)(=O)c2ccc(Cl)cc2)c(=O)[nH]1)Nc1cccc(C(F)(F)F)c1 | -26% | 2% | 0%
64 | O=C(CNC(=O)c1ccccc1)OCc1nc2ccccc2s1 | 3% | ? | 0%
65 | CCOc1ccc(NC(=O)CN2CCN(CC(=O)Nc3ccc(Cl)c(C(F)(F)F)c3)CC2)cc1 | 9.2µM* | 12µM* | 2%
66 | O=C(Cn1cc(SCc2ccc(Br)cc2)c2ccccc21)N1CCCCC1 | 16µM* | ? | -3%
67 | Cc1nc(N(C)C2CCCCC2)c2nnn(Cc3ccc(F)cc3)c2n1 | ? | ? | nt
68 | Cc1noc(/C=C/N(C)C)c1S(=O)(=O)N1CCC(C(=O)NC(C)(C)C)CC1 | 8% | -4% | 5%
69 | COC(=O)c1cc(-c2c(-c3ccc4c(c3)OCO4)noc2-c2ccsc2)cc([N+](=O)[O-])c1 | -11%&-20% | ? | nt
70 | CC(C)(C)c1ccc(-n2ncc3c2CCCC3NC(=O)c2csnn2)cc1 (stereo not drawn) | 12µM* | ? | 2%[56.1 µM]
71 | CCCN(CC(=O)Nc1cc(C)on1)CC(=O)Nc1ccccc1C | -3% | 5% | 0%[56.1 µM]
72 | Cc1cc2c([nH]c3ccccc32)c(C)n1 | -29% | 19% | 5%

# New compounds follow.
no. | Compound | DT40 TDP1 no CPT | TDP1 cell CPT | TDP1 block
73 | Cc1ccc(Cn2c(SCC(=O)NCC3CCCO3)nc3ccsc3c2=O)cc1 (stereo not drawn) | ? | -2% | 3%
74 | COc1cc2ccccc2cc1C(=O)NC1CCC(C)CC1 (stereo not drawn) | -62% | ? | -6%
75 | CCOC(=O)c1cc(C)sc1NC(=O)C(c1ccccc1)c1ccccc1 | ? | ? | -5%
76 | Brc1ccccc1-c1nnc(CSc2nnc3sc4ccccc4n23)o1 | -19% | -3% | 1%
77 | CC(=O)C1=C(O)C(=O)N(Cc2ccco2)C1c1ccccc1F (stereo not drawn) | -14% | 2% | -6%
78 | COC(=O)C1=C(C(=O)OC)[C@@H]2N(C)c3ccc(OC)cc3[C@@]23C[C@@H](C(=O)OC)N(C(=O)c2ccc(Br)cc2)C3=N1 | 26µM* | ? | 4%[21 µM]
79 | COc1cccc(-c2c(-c3cc(OC)cc(OC)c3)n(C)c3ccc(Br)cc23)c1 | 2% | 4% | 0%
80 | Cc1ccc(S(=O)(=O)NC(=O)C2(C)CCN2C(=O)CC2CCCCC2)nc1 (stereo not drawn) | 0% | 2% | nt
81 | Cc1cccc(OCCC(=O)OCc2csc(CC(=O)Nc3ccccc3C)n2)c1 | 0% | -17% | 0%
82 | Cc1ccc(C(=O)CSc2nc(N)cc(=O)[nH]2)cc1C | ? | ? | nt
83 | CCCc1ccc(S(=O)(=O)NCC2CCCN2CC)cc1 (stereo not drawn) | 3% | -12% | nt
84 | COc1ccc(NCC(O)Cn2c(C)c(C)c3ccccc32)cc1 (stereo not drawn) | ? | ? | 10%
85 | O=c1[nH]c(=O)n(-c2ccccc2)c2c1C(C(F)(F)F)(C(F)(F)F)N=C(C1CCCCC1)N2 | 23µM* | ? | 8%
86 | CC1CC(C)(C)NC(=S)N1CCCC(=O)Nc1ccc(F)cc1 (stereo not drawn) | 18µM* | -26% | 0%
87 | COc1ccc(-n2nc3c(c2NC(C)=O)CS(=O)(=O)C3)cc1 | 4% | -4% | nt
88 | COc1ccccc1-n1c(SCc2cc(=O)oc3cc(O)ccc23)nc2ccccc2c1=O | ? | 23µM* | 0%
